Compound activity: PubChem, National Center for Advancing Translational Sciences (NCATS)
Vif-APOBEC3G blk: qHTS for Inhibitors of Vif-A3G Interactions: qHTS; DNA dC->dU-editing enzyme APOBEC-3G (Homo sapiens), Q9HC16; HeLa A3G-eYFP + Vif (tagged APOBEC3G with the HIV-1 protein that degrades it), YFP fluorescence, overnight; Potency, µM (top dose mostly 46.1 µM), for inactives: at the top dose activity, negative = active, usual class: inhibitors; hit rate 0.076% among 410,000; AID 602310, 2012;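 further: potency means the concentration at half of the fitted maximal effect; on the % scale 0 is the no-effect control and ±100 the full control effect; nearly all actives have a fitted effect of over 60% in size; hits raise eYFP signal because A3G escapes Vif-driven loss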
Target sequence (Q9HC16 whole entry, looked up): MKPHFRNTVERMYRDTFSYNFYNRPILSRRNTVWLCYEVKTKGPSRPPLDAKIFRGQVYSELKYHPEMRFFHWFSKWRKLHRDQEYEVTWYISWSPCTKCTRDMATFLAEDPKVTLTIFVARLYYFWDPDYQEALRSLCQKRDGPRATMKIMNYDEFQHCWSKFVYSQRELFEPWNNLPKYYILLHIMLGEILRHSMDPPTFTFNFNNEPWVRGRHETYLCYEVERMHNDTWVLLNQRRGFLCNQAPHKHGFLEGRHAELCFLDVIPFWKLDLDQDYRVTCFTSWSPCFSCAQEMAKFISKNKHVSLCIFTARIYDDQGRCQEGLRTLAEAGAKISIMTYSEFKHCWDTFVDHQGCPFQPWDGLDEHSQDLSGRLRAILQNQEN
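HeLa cells stably expressing Vif and C-terminally eYFP-tagged A3G, seeded overnight at 37 deg C, then exposed to compound by pintool overnight at 37 deg C. Rise in yellow fluorescence (Ex 488/Em 500-530, Acumen) marks blocked Vif-driven A3G degradation.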
D2 PAM: HTS Assay for Positive Allosteric Modulators of the Human D2 Dopamine Receptor: Primary Screen for Potentiators; D(2) dopamine receptor (Homo sapiens), P14416; HEK293 T-REx D2, calcium flux, EC20 dopamine potentiation; potentiation, % at 10 µM; hit rate 0.34% among 340,000;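 active means potentiation over 3 SD above the plate norm, cut at about 30% in these data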; further: 0% is about no effect
Target sequence (P14416 whole entry, looked up): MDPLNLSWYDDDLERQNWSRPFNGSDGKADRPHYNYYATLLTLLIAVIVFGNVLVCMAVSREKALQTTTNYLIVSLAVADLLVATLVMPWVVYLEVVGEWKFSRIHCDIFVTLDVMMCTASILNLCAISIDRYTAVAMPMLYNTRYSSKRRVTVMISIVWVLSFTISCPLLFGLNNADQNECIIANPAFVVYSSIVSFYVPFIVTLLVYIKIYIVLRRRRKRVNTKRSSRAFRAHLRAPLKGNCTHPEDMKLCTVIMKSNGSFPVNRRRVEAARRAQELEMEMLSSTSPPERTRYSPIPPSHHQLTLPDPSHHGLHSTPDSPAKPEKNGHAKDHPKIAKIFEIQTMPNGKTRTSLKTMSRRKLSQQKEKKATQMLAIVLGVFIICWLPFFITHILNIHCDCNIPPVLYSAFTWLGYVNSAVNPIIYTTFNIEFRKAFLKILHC
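Using a no-wash calcium dye in inducible, force-coupled HEK293 Trex cells expressing D2, we tracked fluorescence each second for 180 s after compound, then for 180 s after EC20 dopamine to detect augmented signalling.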
D1 antagonist: Antagonist of Human D 1 Dopamine Receptor: qHTS. activity change, negative = inhibition, % at 10 µM. AID 504652, 2011. hit rate 3.2% among 360,000. HEK293 TREx D1 cells, calcium flux, dopamine EC80; hits give low values; in the data active means activity change below about -30%; further: on the % scale 0 is the no-effect control and ±100 the full control effect
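HEK293 T-REx cells expressing inducible, force-coupled D1 receptor; no-wash Ca dye, 30–90 min RT. Cmpd → 180 s read at 1 Hz → EC80 DA → 180 s read.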
LDHA block: qHTS assay for inhibitors of human lactate dehydrogenase; purified LDHA, NADH/diaphorase-resazurin fluorescence; hits give low values; AID 1347041, 2019; hit rate 0.15% among 480,000; L-lactate dehydrogenase A chain (Homo sapiens), P00338; activity change, % (values are at about 110 or 230 µM); in the data active means activity change below about -30%; inconclusive means mostly about -25% to -30%;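 further: plate controls were DMSO wells for no effect and wells without enzyme for full effect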
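Human LDH5 at 2 nM final in Tris HCl pH 7.4 with 0.06 mM NADH and 0.2 mM pyruvate, reacted 5 minutes at room temperature. Remaining NADH coupled via diaphorase/resazurin; resorufin fluorescence read at 0 and 20 minutes, normalized to enzyme-free and DMSO wells.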
D1 PAM: Potentiators of Human D1 Dopamine Receptor: qHTS; D(1A) dopamine receptor (Homo sapiens), P21728; HEK293 TREx D1 cells, calcium flux, dopamine EC20 potentiation; potentiation, % at 10 µM; hit rate 0.036% among 360,000; AID 504651, 2011; in the data active means potentiation above about 30%; further: 0% is about no effect
Vif-A3F inh: qHTS for Inhibitors of Vif-A3F Interactions: qHTS | HeLa A3F-eYFP + Vif (tagged APOBEC3F with the HIV-1 protein that degrades it), YFP fluorescence increase | AID 602313, 2012 | Potency, µM (series often up to 46.1 µM), without a hit: top-dose activity, negative = active | hit rate 0.2% among 390,000; further: potency means the concentration at half of the fitted maximal effect; % of control where 0% means no effect; nearly all actives have a fitted effect of over 65% in size
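HeLa cells stably expressing Vif plus C-terminally eYFP-tagged A3F were seeded, incubated overnight at 37 deg C, dosed with compound, incubated overnight again at 37 deg C. Yellow fluorescence (Ex 488/Em 500-530) reported blocked Vif-mediated A3F-eYFP degradation.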
GRP78 ERSR act: qHTS for Inducers of the Endoplasmic Reticulum Stress Response (ERSR) in Human Glioma: qHTS. U87-MG GRP78 promoter luciferase reporter, 16 h. hit rate 0.02% among 420,000. Potency, µM, without a hit: at the top dose activation, usual class: activators. AID 602332, 2012; further: potency means the concentration at half of the fitted maximal effect; series mostly up to about 76 µM; % of control where 0% means no effect; nearly all actives have a fitted effect of over 35% in size
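ERSR induction read as luciferase luminescence (Bright-Glo, 10 min at room temperature) in stably transfected human U87-MG glioma cells exposed to compounds for 16 h, using GRP78 as sensor.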
D1 ag: Allosteric Agonists of the Human D1 Dopamine Receptor: qHTS; D(1A) dopamine receptor (Homo sapiens), P21728; HEK293 T-REx D1 cells, calcium flux, agonist mode; activation, % at 2 µM; hit rate 1% among 360,000; in the data active means activation above about 30%; further: 0% is about no effect
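Tetracycline-induced HEK293 TREx D1 cells, force-coupled to calcium signalling, were dye-loaded with a no-wash calcium kit. Compound was pin-added after a 10 s baseline. Fluorescence was read kinetically at 1 cycle/s for 180 s, with calcium rises flagged as agonism.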
RXFP1 agonist: qHTS Assay for Agonists of the Relaxin Receptor RXFP1. HEK293T-RXFP1 cAMP TR-FRET, 30 min; response scale: percent of porcine relaxin response, buffer zero. Potency, µM (highest dose often 57.5 µM), for the others: at the highest dose activation, hits mostly activators. hit rate 0.3% among 370,000. AID 2676, 2010; further: potency means the concentration at half of the fitted maximal effect; on the % scale 0 is the no-effect control and ±100 the full control effect; nearly all actives have a fitted effect of over 60% in size; many of its hits are not listed in these tables
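HEK293 cells stably expressing RXFP1, treated 30 min at 37C with compounds plus PDE4 inhibitor Ro 20174; cAMP measured by HTRF TR-FRET. Normalized to buffer and 29 nM porcine relaxin; EC50 by Hill fit.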
* hit, by the source's call; ? = inconclusive; nt = not tested or not shown; & = joins results of further samples. Unless noted, the call rests on the fitted dose curve; in most records, active means well fitted curve in the direction sought with a large enough effect; inconclusive means small, poorly fitted or top-dose-only effect, or another doubt; inactive means no such curve, though single readings can be large; an effect the other way counts as inactive or inconclusive. These rows are one share of the data; rates above refer to the full screens.

SMILES | Vif-APOBEC3G blk | D2 PAM | D1 antagonist | LDHA block | D1 PAM | Vif-A3F inh | GRP78 ERSR act | D1 ag | RXFP1 agonist
COC(=O)c1ccc(COc2ccc(C)cc2[N+](=O)[O-])o1 | -1% | -5 | -6 | -3 | 0 | 3% | 1% | 17 | -0.4%
COc1ccc(C(C)=O)cc1COC(=O)c1c(C)nn(-c2ccccc2)c1C | -4% | -5 | -23 | -1 | -8 | -25% | -1% | 8 | 3.8%
CC(=O)Oc1ccc(C(=O)Nc2cccc(C(=O)Nc3ccccc3C(=O)O)c2)cc1 | -2% | 3 | -17 | -10 | -6 | -1% | -1% | 3 | 0.1%
COc1cc2cc(C(=O)Nc3ccccc3)c(N)nc2cc1OC | -7% | 4 | 19 | 2 | 1 | 3% | -3% | 1 | 1.7%
Cc1ccc(N2CC3=C(C2=O)C(c2ccccc2)NC(=O)N3C)cc1 (centres undefined) | 1% | -4 | 9 | -4 | -4 | -10% | 2% | 1 | -2.7%
Cc1cc(=O)oc2cc(NC(=O)C(C)Oc3ccccc3)ccc12 (centres undefined) | 0% | -8 | -19 | -4 | 6 | -3% | 3% | 4 | 0.7%
CC(C)Oc1ccc(NC(=O)Oc2ccccc2)cc1 | 0% | -9 | -1 | 4 | 1 | 3% | 3% | 5 | 1.3%
O=C(Nc1ccc(C(=O)O)cc1)/C(=C\C=C\c1ccccc1)NC(=O)c1ccccc1Br | -2% | 8 | 8 | -1 | 8 | 5% | -2% | 2 | -3.8%
O=C(Cc1ccc([N+](=O)[O-])cc1)NCc1ccccn1 | 6% | 9 | -11 | -2 | 1 | 10% | 0% | 3 | -0.3%
Cc1noc2ncnc(N3CCCC(C(=O)NCCC(C)C)C3)c12 (centres undefined) | 1% | nt | -10 | -6 | -4 | 0% | -2% | 15 | 11%
Cc1nn(C(C)(C)C)c(NC(=O)c2ccc(Cl)cc2Cl)c1Br | 4% | 2 | -1 | -8 | -2 | 6% | -13% | 2 | 1.3%
COc1ccc(-c2noc(-c3ccc(C)cc3Cl)n2)cc1OC | 3% | 5 | -26 | -17 | -2 | -2% | -2% | 0 | -1.2%
O=C(N/N=C/c1cccnc1)c1ccc(NC(=O)c2ccccc2Cl)cc1 | -2% | -18 | -2 | -7 | -5 | 10% | 2% | 0 | -3.6%
COc1ccc(-c2[nH]ncc2CN2CCCC(C(=O)c3ccc(OC)cc3OC)C2)cc1 (centres undefined) | 8% | -15 | -31* | -6 | -6 | -10% | 1% | 3 | 4.0%
CN(CC(=O)Nc1ccc(F)cc1)c1ccc(S(=O)(=O)N2CCCCC2)cc1[N+](=O)[O-] | -3% | 5 | -27 | 0 | -2 | 14% | -5% | 4 | -0.5%
O=C(CN1C(=O)NC2(CCCc3ccccc32)C1=O)N1CCc2ccccc2C1 (centres undefined) | -6% | 10 | 4 | -7 | 0 | nt | -2% | 8 | 0.8%
Cn1c(Cc2csc(N)n2)nnc1SCC(=O)NC1CCCCC1 | -1% | 2 | -6 | -1 | 0 | -14% | -6% | 2 | -0.1%
NNC(=O)CC1NCCN(Cc2ccccc2)C1=O (centres undefined) | 1% | 2 | 7 | -12 | -1 | 4% | -2% | 1 | -0.4%
Cc1ccc(S(=O)(=O)c2nnn3c2nc(NCCCN2CCCC2=O)c2ccccc23)cc1C | -6% | -23 | 8 | -3 | -6 | 1% | -6% | 1 | 13%
COc1ccc(NC(=O)COC(=O)/C=C/c2ccccc2[N+](=O)[O-])cc1OC | 0% | 3 | -8 | 8 | -4 | -9% | -2% | 3 | 0.4%
O=C(N/N=C/C=C/c1ccccc1)c1ccc(Br)cc1 | -2% | -17 | 5 | -5 | -3 | -4% | 0% | 2 | -0.8%
CCOC(=O)N1CCC(NC(=O)c2cc(C(=O)Nc3ccc(OCC)cc3)ccc2CO)CC1 | 2% | 22 | 1 | -4 | -2 | 6% | -5% | 1 | -1.0%
Cc1ccc(S(=O)(=O)Nc2cccc(C(=O)NC3CCN(Cc4ccccc4)CC3)c2)cc1F | 2% | -19 | -11 | 2 | -4 | -14% | -4% | 20 | 1.0%
COc1ccc(S(=O)(=O)N2CCCCCC2)cc1C(=O)OCc1cccc(OC)c1OC | -3% | -9 | -6 | -1 | -2 | -11% | -3% | 12 | 1.7%
CCOC(=O)CC(=O)CSc1ncnc2c1nnn2-c1ccc(F)cc1 | -5% | 6 | 5 | 0 | 1 | 10% | 2% | 3 | 2.5%
Cc1ccc(CSCC(=O)NCc2cccnc2)cc1 | 0% | -3 | 5 | -4 | 2 | 3% | -1% | 1 | -0.1%
Cc1sc(NC(=O)c2ccccc2)c(C(=O)NCCN(C)C)c1C | 0% | -15 | -5 | -4 | -8 | ? | -2% | 1 | -0.2%
C/C(=N\NC(=O)c1ccc(N2CCCC2=O)cc1)c1ccccc1 | -1% | -3 | -29 | -9 | nt | -7% | -4% | 4 | 2.2%
CCOc1cccc(-c2cc(C(=O)NN)[nH]n2)c1 | -4% | 2 | -28 | -7 | -9 | 15% | -3% | 0 | 0.5%
Cn1c(=O)c2c(n3cnnc13)-c1ccccc1CC21CCCC1 | 0% | 1 | 4 | -7 | -3 | -4% | -3% | 2 | 0.5%
COc1ccc(CNC(=O)CN(c2cc(C)cc(C)c2)S(=O)(=O)c2c(C)[nH]c(=O)[nH]c2=O)cc1 | -1%&-1% | 12 | 17&9 | -3&-2 | -2&-1 | -13%&2% | 1%&-1% | 0&0 | 0.5%&-1.6%
Cc1ccn2c(=O)nc(SCC(=O)NC3CCCCC3)nc2c1 | -2% | 3 | 2 | -2 | 0 | 5% | -4% | 2 | 9.4%
CC(C)Oc1ccc(C(=O)Nc2cccc(S(=O)(=O)N3CCCC3)c2)cc1 | 1% | nt | nt | 6 | nt | -14% | 3% | nt | nt
COC(=O)c1scc(-c2ccc(C)cc2)c1S(=O)(=O)N1CCN(c2cccc(OC)c2)CC1 | -6% | -5 | -7 | -1 | -1 | 1% | -3% | 6 | -2.0%
COc1ccccc1C(=O)Nc1ccc(C(=O)OCc2cc(=O)n3c4c(sc3n2)CCCC4)cc1 | 0% | 1 | 0 | -8 | 4 | -9% | -1% | -1 | 0.1%
COc1cccc(CNC(=O)c2ccc3c(=O)n4nc(Nc5ccccc5)sc4nc3c2)c1 | -3% | 0 | -4 | -1 | -2 | 0% | -1% | 2 | 6.7%

5 compounds drawn at random from the list so far, as already listed:
SMILES | Vif-APOBEC3G blk | D2 PAM | D1 antagonist | LDHA block | D1 PAM | Vif-A3F inh | GRP78 ERSR act | D1 ag | RXFP1 agonist
CC(C)Oc1ccc(C(=O)Nc2cccc(S(=O)(=O)N3CCCC3)c2)cc1 | 1% | nt | nt | 6 | nt | -14% | 3% | nt | nt
Cc1ccn2c(=O)nc(SCC(=O)NC3CCCCC3)nc2c1 | -2% | 3 | 2 | -2 | 0 | 5% | -4% | 2 | 9.4%
Cn1c(=O)c2c(n3cnnc13)-c1ccccc1CC21CCCC1 | 0% | 1 | 4 | -7 | -3 | -4% | -3% | 2 | 0.5%
COC(=O)c1scc(-c2ccc(C)cc2)c1S(=O)(=O)N1CCN(c2cccc(OC)c2)CC1 | -6% | -5 | -7 | -1 | -1 | 1% | -3% | 6 | -2.0%
CCOC(=O)CC(=O)CSc1ncnc2c1nnn2-c1ccc(F)cc1 | -5% | 6 | 5 | 0 | 1 | 10% | 2% | 3 | 2.5%

Further results follow.
SMILES | Vif-APOBEC3G blk | D2 PAM | D1 antagonist | LDHA block | D1 PAM | Vif-A3F inh | GRP78 ERSR act | D1 ag | RXFP1 agonist
COc1cccc(-c2nc(CS(=O)(=O)CC(=O)NC3CCCCC3C)c(C)o2)c1 (centres undefined) | 3% | 2 | -15 | -1 | -1 | -9% | -5% | 1 | -6.4%
COc1ccc(C(=O)NNS(=O)(=O)c2ccccc2)cc1 | 3% | 15 | 2 | 3 | 5 | -12% | -1% | 1 | 0.2%
COc1ccc(C)cc1NC(=O)C1CCCN1C(=O)OCc1ccccc1 (centres undefined) | -5% | 5 | 9 | -4 | 1 | -1% | 3% | 1 | 1.7%
COc1ccc(S(=O)(=O)N(C)[C@H]2C[C@H]3c4cc(N5CCN(C)CC5)ccc4CCN3C(=O)[C@H]2[C@H](C)O)cc1 | -2% | nt | nt | ? | nt | -9% | 0% | nt | nt
CC(=O)Nc1ccc(Nc2nc3c(S(=O)(=O)c4cc(C)ccc4C)nnn3c3ccsc23)cc1 | 2% | 0 | -10 | 0 | -2 | 6% | 2% | -1 | 5.2%
